Screening results: PubChem, National Center for Advancing Translational Sciences (NCATS)
ATXN2 expr inh: Primary qHTS for Inhibitors of ATXN expression. HEK-293 ATXN2-luciferase reporter, luminescence, 24 h. Potency, µM (highest dose often 57 µM), inactives show at the highest dose activity change, negative = inhibition, actives largely listed as inhibitors. actives 0.72% (n = 360,000); note: nearly all actives have a fitted effect of over 55% in size
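qHTS (up to 57 uM final) was run with 24 h compound exposure of reporter cells at 37 °C. Each well was multiplexed: SteadyGlo luminescence measured ATXN2-luciferase expression after a fluorogenic Gly-Phe-AFC viability readout (25 uM final).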
KB-3-1 tox: qHTS assay for MDR1-selective chemotherapeutics: Primary screen using the parental adenocarcinoma cell KB-3-1 | Potency, µM (doses to about 46.1 µM), for the others: at the highest dose activity change, negative = cytotoxic, actives largely listed as cytotoxic | KB-3-1 viability, CellTiter-Glo ATP luminescence, 72 h | actives 1.4% (n = 400,000); note: nearly all actives have a fitted effect of over 60% in size
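Cells are dispensed, compounds pinned in, plates held at 37 °C for 72 h, then CellTiter-Glo is added and luminescence read after 10 minutes. Cell line: parental KB-3-1 in phenol-red-free DMEM, 10% FBS.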
KB-V1 cytotox: qHTS assay for MDR1-selective chemotherapeutics: Primary screen using the drug-selected MDR subline cells KB-V1. KB-V1 MDR cells viability, CellTiter-Glo, 72 h. Potency, µM (highest dose often 46.1 µM), for the others: top-dose activity change, negative = cytotoxicity, most hits filed as cytotoxic. actives 3.4% (n = 400,000). AID 1347076, 2019; note: nearly all actives have a fitted effect of over 60% in size
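Drug-selected KB-V1 cells, grown in DMEM lacking phenol red with 10% FBS, receive compound titrations; after three days at 37 degrees C, surviving cell ATP is quantified by CellTiter-Glo luminescence and responses normalized and curve-fitted.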
The depositor's hits bear a star; ? = inconclusive. Calls come from the whole dose curve; as a rule, active = well fitted curve in the direction sought with a large enough effect; inconclusive = small, poorly fitted or top-dose-only effect, or another doubt; inactive = no such curve, though single readings can be large; an effect the other way counts as inactive or inconclusive. % is set by controls: 0 for no effect and ±100 for the full control effect; potency is the fitted concentration of half-maximal effect. This is a subset; rates above refer to the full screens.

SMILES	ATXN2 expr inh	KB-3-1 tox	KB-V1 cytotox
O=C(CCS(=O)(=O)c1cccc2nonc12)Nc1c(F)cccc1F	-1%	7%	4%
Cc1nc2ccccc2n1CCc1nc2c3ccccc3nc(SCC(=O)Nc3ccc(C(C)C)cc3)n2n1	9%	?	?
CCOC(=O)Cn1c(=O)n(CC2CCCO2)c2nc(-c3ccc(OCC)cc3)nc(C(N)=O)c21 (stereo not given)	2%	10%	-23%
O=C(NCc1ccccc1Cl)C1=Cc2cc(Br)ccc2OC1	-39%	-1%	-7%
COc1ccc(NC(=O)c2c(NCc3ccc(C)o3)sc3c2CCCCC3)c(OC)c1	-29%	1%	7%
CCOc1ccccc1NC(=O)CN1C(=O)CC(c2ccco2)Sc2ccccc21 (stereo not given)	-18%	?	13µM*
CCN(CC)S(=O)(=O)c1ccc2c(c1)c(=O)c(C(=O)N1CCN(c3cccc(Cl)c3)CC1)cn2C	-27%	6%	22%
O=C(COc1ccc(Br)cc1)Nc1ccc(C(=O)OC2CCCCC2)cc1	1%	0%	0%
COc1ccccc1CNC(=O)Cn1c(=O)oc2cc(S(=O)(=O)N3CCC(C)CC3)ccc21	-20%	18µM*	-4%
COc1ccc(S(=O)(=O)n2nc(-c3ccco3)nc2NCc2ccc(N(C)C)cc2)cc1	12%	-13%	-27%
CCCCNC(=O)CSc1nc2nc(C)c(Cc3c(F)cccc3Cl)c(C)n2n1	-8%	1%	?
COC(=O)c1cc2sc(Cl)cc2n1Cc1c(C)cc(C)cc1C	3%	-3%	13%
Cc1ccc(NC(=O)c2sc3nc(-c4ccncc4)ccc3c2N)cc1	4%	5%	0%
CCc1ccc(-c2nc(CN3CCC(C(=O)NCCc4ccc(C)cc4)CC3)c(C)o2)cc1	5%	2%	22%
O=S(=O)(NCCSc1nnnn1-c1ccccc1)c1ccc(F)cc1	-16%	-21%	-5%
CCc1ccc(NCc2cc3cc4c(cc3n(CC(=O)Nc3ccc(OC)cc3)c2=O)OCO4)cc1	0%	4%	0%
Fc1ccc(-c2cc3ncc4c(n3n2)-c2cc(Cl)ccc2OC4)cc1	14%	3%	-8%
COc1cccc(N2CCN(C(=O)c3ccc4c(Cl)c5c(nc4c3)CCCC5)CC2)c1	11%	6%	0%
COc1ccc(CCNC(=O)CCCn2c(=O)c3ccccc3n(Cc3cccc(Cl)c3)c2=O)cc1OC	?	-2%	-1%
Cc1noc(-c2ccc(-c3noc(-c4ccc([N+](=O)[O-])c(C)c4)n3)cc2)n1	1%	-1%	9%
COC(=O)c1ccccc1NC(=O)CCn1nc(C)c2c(C)n(-c3ccccc3)nc2c1=O	-11%	-3%	15%
CCCCNC(=O)c1cc2n(n1)CCCN(Cc1ccc(C)cc1)C2=O	-10%	-4%	-8%
Cc1cccc(-n2c(=O)c3c4c(sc3n3cnnc23)CCCC4)c1	-8%	16%	?
CN(C)c1ccc(-c2noc(C3CC(=O)N(c4ccc5c(c4)OCCO5)C3)n2)cc1 (stereo not given)	1%	?	?
O=C(COC(=O)c1cccc(NC(=O)c2ccc(Br)cc2)c1)c1ccc(Cl)cc1	9%	6%	2%

Reprinted from the part before: three entries; new compounds follow.
SMILES	ATXN2 expr inh	KB-3-1 tox	KB-V1 cytotox
Cc1cccc(-n2c(=O)c3c4c(sc3n3cnnc23)CCCC4)c1	-8%	16%	?
CN(C)c1ccc(-c2noc(C3CC(=O)N(c4ccc5c(c4)OCCO5)C3)n2)cc1 (stereo not given)	1%	?	?
O=C(COC(=O)c1cccc(NC(=O)c2ccc(Br)cc2)c1)c1ccc(Cl)cc1	9%	6%	2%
CCOC(=O)c1c(S(=O)(=O)N2CCC(C(=O)Nc3ccc(C)cn3)CC2)c(C)n(C)c1C	-2%	15%	?
CC(C)c1ccc(C2NC(=O)c3c(sc4c3CCN(C)C4)N2)cc1 (stereo not given)	5%	2%	16%
Cc1ccc(CN2C(=O)C3(c4ccccc42)N(c2cccc(F)c2)C(=O)CS3(=O)=O)cc1 (stereo not given)	-17%	-1%	?
Cc1cc(Br)ccc1NC(=O)C1CCCN(S(=O)(=O)c2cccc3nonc23)C1 (stereo not given)	-8%	19%	7%
CCOc1ccc(OCC)c(NC(=O)CCc2nc3cccnc3n2-c2ccccc2)c1	-11%	-17%	-1%
CC(C)Oc1ccccc1-c1nc(SCC(=O)c2ccc(F)cc2)n[nH]1	-9%	-7%	4%
Cc1c(C(=O)OC2CCCCCC2)[nH]c2c1C(=O)CC(c1ccc(Cl)cc1)C2 (stereo not given)	-3%	16%	3%
CCc1ccc(NS(=O)(=O)c2ccc3[nH]cc(C(=O)N4CCCCCC4)c(=O)c3c2)cc1	3%	1%	?
Cc1ccc2nc(NC(=O)CSc3nccn3Cc3ccccc3)sc2c1	-8%	-4%	-4%
O=C(c1cn(CCOc2ccccc2F)c2ccccc12)C1CCCCC1	7%	5%	-6%
Cc1ccc(NC(=O)Cn2c(=O)ccc3cc(S(=O)(=O)N4CCC(C)CC4)ccc32)cc1C	1%	-14%	?
CCn1cc(C(=O)N2CCN(c3ccccc3)CC2)c(=O)c2cc(S(=O)(=O)N3CCCC3)ccc21	-14%	4%	21%
O=C(Cn1c(=O)nc(-c2ccccc2)c2cc(Cl)ccc21)Nc1ccc(F)c(Cl)c1	8%	20%	0%
COc1cccc(CNC(=O)c2ccc(CSc3nc4ccncc4n3Cc3cccc(C)c3)cc2)c1	-20%	-25%	?
COc1ccc(CCNC(=O)c2cc(-c3ccc(Cl)cc3)on2)cc1OC	-3%	0%	10%
C=Cc1ccc(Cn2c(C(=O)O)c(CNC3CCCCC3)c3ccc(C)cc32)cc1	13%	3%	?
CCOc1ccc(-n2c(SCC(=O)N3CCc4ccccc43)nc3c([nH]c4ccccc43)c2=O)cc1	3%	12%	?
Clc1ccc(-c2nnn3c2nc(N2CCCCC2)c2ccccc23)cc1	2%	12%	2%
COc1cccc(CNC(=O)Cn2c(=O)cc(C(F)(F)F)c3c(C)nn(C)c32)c1OC	11%	7%	-19%
CCCOc1ccc(C2c3c(-c4ccccc4O)n[nH]c3C(=O)N2Cc2ccncc2)cc1OCC (stereo not given)	-9%	2%	0%
CC1=C(C(N)=O)C(c2cccc(C)c2)n2nc(-c3cccc(C)c3)nc2N1 (stereo not given)	10%	3%	29%
COc1c(C)cccc1C(=O)Nc1ccc(Cl)c(-c2nc3cc(C)ccc3o2)c1	-17%	-16%	-22%
O=C(Cc1ccc(F)cc1)NCCc1csc2nc(-c3ccc(Cl)cc3)nn12	-13%	-7%	-11%
O=C(NCc1ccccc1Cl)C1CCCN(C(=O)c2cnn(-c3ccccc3)c2-n2cccc2)C1 (stereo not given)	0%	4%	2%
Nc1ncnc2c1nc(Cl)n2[C@@H]1O[C@H](CO)[C@@H](O)[C@@H]1O	?	?	0%

Full records from above. Screens in order: ATXN2 expr inh	KB-3-1 tox	KB-V1 cytotox
CCOc1ccc(OCC)c(NC(=O)CCc2nc3cccnc3n2-c2ccccc2)c1 across the screens: -11%	-17%	-1%
CCOC(=O)c1c(S(=O)(=O)N2CCC(C(=O)Nc3ccc(C)cn3)CC2)c(C)n(C)c1C across the screens: -2%	15%	?

(continued)
SMILES	ATXN2 expr inh	KB-3-1 tox	KB-V1 cytotox
CCOc1ccc(-n2c(SCC(=O)N3CCCC3)nc3c([nH]c4ccccc43)c2=O)cc1	5%	-2%	?
CCC(=O)NCC(c1ccc2c(c1)OCO2)N1CCN(c2ccccc2)CC1 (stereo not given)	-4%	-5%	-23%
COc1ccc(NC(=O)Cn2cc(C(=O)c3ccccc3OC)c(=O)c3ccc(C)nc32)cc1OC	-21%	-11%	-8%
CCOC(=O)c1c(NC(=O)c2ccc(Br)cc2)sc2c1CCCC2	0%	5%	?
CC(=O)N1CCN(c2csc3ccc(F)cc3c2=O)CC1	-1%	10%	20%
O=C(Nc1ccc2c(c1)OCO2)c1cc(-c2ccc(Cl)cc2)on1	?	-1%	15%
COc1ccc(N2CCN(S(=O)(=O)c3cc(Br)cc4c3N(C(=O)C3CC3)CC4)CC2)cc1	12%	-17%	-15%
COc1cc2nc(NCCc3ccc(Cl)cc3)n3nc(-c4ccccc4)nc3c2cc1OC	-8%	1%	21%
Cc1ccc(Cl)cc1N1CCN(C(=O)c2cn(C)c3ccc(S(=O)(=O)N4CCCCC4)cc3c2=O)CC1	1%	18%	2%
Cc1cccc(-c2nc(SCc3cc(=O)c4cccc(F)c4[nH]3)n[nH]2)c1	-34%	-7%	-7%
Clc1ccc2nc(-c3cccs3)c(Nc3ccc4c(c3)OCCO4)n2c1	3%	7%	-7%
Cc1nn(-c2ccccc2)c2nc(C3CC3)cc(C(=O)Nc3ccccc3F)c12	-7%	?	?
CC(=O)Nc1ccc(NC(=O)CCS(=O)(=O)c2ccc3c(c2)CC(=O)N3C)cc1	8%	4%	?
O=C(Nc1ccc(F)cc1)Nc1ccc2snnc2c1	?	?	?
CCOc1ccc(OCC)c(NC(=O)C(NS(=O)(=O)c2cccs2)c2ccccc2)c1 (stereo not given)	-2%	-7%	?
CCN(C(=O)CSc1nc2ccccc2n1CC(=O)N(C)C1CCCCC1)c1ccccc1	-11%	-1%	-14%
Fc1ccc(-c2csc(=Nc3cccc(C(F)(F)F)c3)n2Cc2ccc3c(c2)OCO3)cc1	-13%	7%	3%
CCn1c(=O)cc(SCC(=O)NCCc2ccc(Cl)cc2)c2ccccc21	-13%	7%	4%
CC1=C(C(=O)OC2CCCCCC2)C(c2ccccc2Cl)CC(=O)N1 (stereo not given)	0%	4%	5%
COc1ccc(N2CCN(C(=O)C3CCN(S(=O)(=O)c4cnc[nH]4)CC3)CC2)cc1	-5%	14%	?
O=S(=O)(c1ccccc1)n1nc(-c2ccco2)nc1NCc1ccccc1	21%	-15%	12%
CCC(=O)N1CCc2cc(Br)cc(S(=O)(=O)CCC(=O)NCCc3ccc(OC)c(OC)c3)c21	-12%	-15%	0%
CCOc1ccccc1NC(=O)c1c(NCc2sccc2C)sc2c1CCCCC2	?	-2%	0%
Cc1cc(=O)n2c(C(=O)Nc3ccc(Br)cc3)c(C(=O)Nc3ccccc3)sc2n1	7%	-10%	-9%
O=C(CCSCc1ccccc1Cl)NCCc1ccccc1	11%	4%	10%
Next results:
SMILES	ATXN2 expr inh	KB-3-1 tox	KB-V1 cytotox
Cc1ccc(N2CCN(C(=O)CCS(=O)(=O)c3cc4c(cc3Cl)NC(=O)CO4)CC2)c(C)c1	6%	-20%	-7%
Cc1ccc(OCC(=O)Nc2ccc(-c3nc4ccccc4o3)cc2)c(C)c1	10%	8%	-4%
CC(C)c1ccc(Nc2c(-c3ccco3)nc3ccccn23)cc1	23%	-1%	-2%
COc1ccc(-c2cc(C(=O)Nc3ccn(Cc4ccc(C)cc4)n3)no2)cc1OC	-5%	13%	24%
Cc1nc2nc[nH]n2c(=O)c1NS(=O)(=O)c1ccc(Br)cc1	13%	8%	?
O=C1N(Cc2cccc(C(F)(F)F)c2)c2ccccc2S(=O)(=O)N1c1cccc(Cl)c1	0%	3%	?
CCOC(=O)c1c(S(=O)(=O)N2CCCC(C(=O)Nc3cccc(CC)c3)C2)c(C)n(CC)c1C (stereo not given)	-30%	8%	-10%
CC(CNC(=O)c1ccc2nc(Cc3ccccc3)oc2c1)c1ccccc1 (stereo not given)	-38%	?	7%
Cc1ccc2onc(CC(=O)N3CCN(c4ccc(Cl)cc4)CC3)c2c1	?	-12%	?
CCOC(=O)c1c(S(=O)(=O)N2CCC(C(=O)Nc3cccc(C)n3)CC2)c(C)n(C)c1C	6%	-2%	-3%
COc1cc(-c2nc(Cn3nnc(C(=O)Nc4cccc(Cl)c4)c3C)c(C)o2)cc(OC)c1OC	3%	12%	0%
Cn1c(=O)c2c(c3ccccc31)OC(=O)CC2c1cccc(F)c1 (stereo not given)	5%	0%	-4%
COc1cccc(CNC(=O)C(C)n2ncn3cccc3c2=O)c1OC (stereo not given)	-3%	-21%	1%
Cc1ccc(C(C)C)c(OCC(=O)Nc2cccc(-c3nc4ncccc4o3)c2)c1	?	0%	?
Cn1c(=O)c(=O)n(C)c2cc(N3CCCC3)c(NC(=O)c3ccccc3F)cc21	11%	4%	6%

Just ATXN2 expr inh (four entries from above):
SMILES | ATXN2 expr inh
Cn1c(=O)c(=O)n(C)c2cc(N3CCCC3)c(NC(=O)c3ccccc3F)cc21 | 11%
COc1ccc(-c2cc(C(=O)Nc3ccn(Cc4ccc(C)cc4)n3)no2)cc1OC | -5%
Cc1nc2nc[nH]n2c(=O)c1NS(=O)(=O)c1ccc(Br)cc1 | 13%
Cc1ccc2onc(CC(=O)N3CCN(c4ccc(Cl)cc4)CC3)c2c1 | ?

Individual results from the list.
COc1cccc(CNC(=O)C(C)n2ncn3cccc3c2=O)c1OC (stereo not given) – ATXN2 expr inh: -3%
C=Cc1ccc(Cn2c(C(=O)O)c(CNC3CCCCC3)c3ccc(C)cc32)cc1 – KB-3-1 tox: 3%
CCOC(=O)Cn1c(=O)n(CC2CCCO2)c2nc(-c3ccc(OCC)cc3)nc(C(N)=O)c21 (stereo not given) – KB-3-1 tox: 10%
